High-throughput results: PubChem, several laboratories
p97 ATPase inh: inhibitors of human p97 ATPase | AID 1481 | P55072 | hit rate 0.42% among 220,000 | inhibition, % at 8 µM | recombinant p97 ATPase, Kinase-Glo ATP luminescence, 3 h; in the data active = inhibition above about 15%;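 also: 0% = DMSO vehicle and 100% = wells lacking enzyme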
14-3-3 Bad inh: disrupts binding of bovine 14-3-3 zeta to phospho-Bad peptide; inhibition, % at 21.7 µM; AID 781; TR-FRET 14-3-3zeta/Dy647-pBad peptide displacement, 1 h; hit rate 0.71% among 220,000;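 active = inhibition above about 70%, limit read from the data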;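 also: 0% = full 14-3-3 plus peptide FRET controls and 100% = background without 14-3-3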
KLK5 inh: kallikrein 5 (human) inhibition; hit rate 0.59% among 210,000; recombinant hK5, fluorogenic AMC substrate cleavage; Q9Y337; inhibition, % at 5 µM;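 active = inhibition of 40% or more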;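 also: 0% = enzyme controls without compound and 100% = no-enzyme blanks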
Wee1 stabilizer: inhibitors of human Wee1 degradation; P30291; HeLa Luc-Wee1K328M stability, luciferase luminescence; 100% = proteasome inhibitor MG132 effect; reporter increase, % at 5 µM; hit rate 1.2% among 220,000;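 active = activation above the mean of all tested compounds plus 3 SD, set per screening run, cut at about 8.8% in these data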;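 also: cells exposed to compound for 20 h before luminescence read; 0% = DMSO alone and 100% = MG132 at 30 µM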
Target sequence (P30291 whole entry K328M): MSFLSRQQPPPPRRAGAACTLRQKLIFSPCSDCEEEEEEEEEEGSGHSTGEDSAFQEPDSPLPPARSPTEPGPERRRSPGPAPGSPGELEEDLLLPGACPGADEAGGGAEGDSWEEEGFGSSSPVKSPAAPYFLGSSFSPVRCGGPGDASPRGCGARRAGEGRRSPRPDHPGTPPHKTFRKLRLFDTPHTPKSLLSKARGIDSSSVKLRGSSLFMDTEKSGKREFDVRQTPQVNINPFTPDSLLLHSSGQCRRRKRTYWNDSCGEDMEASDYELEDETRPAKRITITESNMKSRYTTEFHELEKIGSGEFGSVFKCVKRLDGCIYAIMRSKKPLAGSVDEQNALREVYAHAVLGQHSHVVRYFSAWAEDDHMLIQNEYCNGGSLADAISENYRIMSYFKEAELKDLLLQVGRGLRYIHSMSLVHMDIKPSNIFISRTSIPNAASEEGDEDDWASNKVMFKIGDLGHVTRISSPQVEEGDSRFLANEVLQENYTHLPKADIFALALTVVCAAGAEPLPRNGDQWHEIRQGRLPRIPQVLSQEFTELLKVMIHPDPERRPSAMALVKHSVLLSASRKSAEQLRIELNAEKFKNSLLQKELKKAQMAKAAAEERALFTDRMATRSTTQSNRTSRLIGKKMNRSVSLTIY
eIF4E-4G inh: eIF4E/eIF4G interaction inhibition in translation initiation. AID 782. inhibition, % at 21.7 µM. TR-FRET eIF4E-eIF4GI(517-606) binding, 2 h. hit rate 0.37% among 220,000;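 active = inhibition above about 30%, limit read from the data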;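 also: 0% = full FRET control wells and 100% = background wells lacking eIF4GI fragment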
FXIa inh: factor XIa (human) inhibition. P03951. purified FXIa, Boc-Glu-Ala-Arg-AMC fluorogenic substrate. inhibition, % at 5 µM. hit rate 0.14% among 220,000;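 active = inhibition of at least 40%; inactive = inhibition below 40%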;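 also: fluorescence of freed AMC excited at 355 nm; 0% = enzyme without compound and 100% = no enzyme blank; many of its hits are not listed in these tables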
MDM2 E3 inh: blocks human Mdm2 ubiquitin ligase activity; hit rate 0.11% among 210,000; Q00987; signal enhancement, % at 5 µM; cell-based MDM2 ubiquitination luciferase reporter, 2 h; 0 = plate control, 100 = twice control, blank-subtracted;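 active = signal enhancement of 30% or more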;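 also: luminescence tracks abundance of the self-degrading MDM2-luciferase fusion protein; higher signal means inhibition of MDM2 E3 ligase activity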
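test system = mammalian cells stably expressing self-ubiquitinating, self-degrading MDM2 E3–luciferase fusion | quantity = 2000 cells/well | incubation = cell settling 4 h, compound treatment 2 h, both 37 °C | signal = luminescence with SteadyLite reagent, 15 min at room temperature | evaluation = % enhancement relative to plate controls after blank subtraction | benchmarks = plate controls and plate blanks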
Rad51 HR inh: blocks human Rad51 in homologous recombination; Q06609; hRad51 DNA strand exchange, fluorescence dequenching; inhibition, % at 10 µM; hit rate 0.085% among 200,000; AID 1385;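 active = inhibition above 40% at the single screening dose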;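 also: 0% = DMSO control wells and 100% = blanks with heterologous ssDNA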
Target sequence (Q06609 whole entry, looked up): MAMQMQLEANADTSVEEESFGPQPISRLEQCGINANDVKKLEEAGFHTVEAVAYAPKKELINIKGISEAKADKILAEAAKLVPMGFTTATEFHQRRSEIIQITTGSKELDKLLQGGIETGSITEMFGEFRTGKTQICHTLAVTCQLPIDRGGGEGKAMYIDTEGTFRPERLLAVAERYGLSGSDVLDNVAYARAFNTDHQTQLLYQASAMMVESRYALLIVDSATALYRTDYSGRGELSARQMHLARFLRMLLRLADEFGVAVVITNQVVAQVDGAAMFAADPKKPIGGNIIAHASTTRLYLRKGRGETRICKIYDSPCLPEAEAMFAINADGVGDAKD
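Test system: preformed human Rad51 ssDNA filaments. Compound dosing: single dose, 10 µM final compound. Incubation: filaments 15 min 37 °C, then compound 30 min. Technique: FRET fluorescence dequenching, excitation 485 nm, emission 520 nm. Read-out basis: percent inhibition from fluorescence, normalised to plate control and blank means. Benchmarks: plate controls and plate blanks.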
FXIIa inh 1536: inhibitors of human coagulation factor XIIa; P00748; purified FXIIa, Boc-QGR-AMC fluorogenic substrate, 2 h; inhibition, % at 5 µM; hit rate 0.3% among 220,000; in the data active = inhibition above about 40%;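 also: 0% = enzyme with no compound and 100% = blank without enzyme; many of its hits are not listed in these tables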
Active calls of the source: *; / = no result given; [ ] = dose if it differs, or a comment.

SMILES	p97 ATPase inh	14-3-3 Bad inh	KLK5 inh	Wee1 stabilizer	eIF4E-4G inh	FXIa inh	MDM2 E3 inh	Rad51 HR inh	FXIIa inh 1536
Cc1nc2ccccc2nc1CSc1nnc(N)s1	3.5	-8.7	-2.5	2.6	-3.2	3.3	-15.2	6.6	15.9
Cc1c(C(=O)N/N=C/c2ccccc2)[nH]c2ccc(Cl)cc12	-2.9	1.9	-7.0	-3.4	-1.8	9.8	-0.2	27.0	10.0
COC(=O)c1ccc(CSc2cc(C)c3ccccc3n2)o1	-3.1	-4.3	-6.7	-4.5	-1.4	0.1	-2.4	0.5	4.1
CCOc1ccc(CCNC(=O)c2cc3sccc3n2C)cc1OCC	1.6	-11.9	25.9	0.9	0.8	13.9	-73.2	/	4.5
O=C(O)C1C2CCC(O2)C1C(=O)Nc1ccc(F)cc1 (stereo not drawn)	1.4	4.3	-14.1	-3.0	-1.9	-2.1	-3.6	7.3	4.1
Cc1ccc(CNn2cnnc2SCC(=O)NC(C)(C)C)cc1	0.0	-6.8	1.5	-1.2	5.9	4.7	0.2	3.1	21.3
NC(=S)n1[nH]c(-c2ccc([N+](=O)[O-])cc2)c(N=Nc2ccc(Cl)cc2)c1=O	-0.9	93.2*	-0.6	-2.2	8.7	15.5	-29.6	0.6	13.9
Cn1c(=O)n(C)c2cc(C(N)=O)ccc21	-6.4	-11.4	-4.8	4.4	-0.8	2.0	1.6	5.8	12.4
O=S(=O)(Nc1ccc(O)c(Sc2nc3ccccc3s2)c1)c1ccc(F)cc1	4.7	-8.8	-19.1	1.6	-5.4	2.0	4.9	-3.5	9.1
CC(C)N1C(=O)CCC1C(=O)NCCc1ccccc1 (stereo not drawn)	4.5	0.3	5.1	-0.2	1.0[fluorescence artefact?]	9.7	0.2	7.0	16.7
COc1cc(NC(=O)CCN2CCN(c3ccccc3F)CC2)cc(OC)c1	1.4	10.8	-22.2	2.0	2.6[fluorescence artefact?]	-5.3	-14.5	-7.4	-3.8
O=C(/C=C/c1ccc(Cl)cc1)NCCc1ccccc1	-1.9	-2.8	-21.3	-2.8	4.3	-7.5	-5.9	-3.1	-1.5
CNC(=O)CN(c1cc(OCCOC)c(Cl)cc1Cl)S(=O)(=O)c1ccc(OC)cc1	0.7	-8.0	0.7	6.7	-2.5	1.9	-6.6	-1.6	4.3
CCOc1ccc(NC(=O)CCC(=O)NNC(=O)COc2ccccc2C)cc1	-0.9	-8.6	-2.6	5.3	-0.4	-4.9	-3.3	15.5	1.1
Cn1c(=O)cc(OCC(=O)NCCc2ccc(Cl)cc2)c2ccccc21	2.3	-5.0	-8.7	-1.8	-4.7	-7.6	-7.1	4.4	-1.0
CSc1nc2ccc(NC(=O)C3CCCO3)cc2s1 (stereo not drawn)	-4.2	-7.8	6.2	-1.1	-8.2	-1.6	-16.4	/	2.2
CCCOC(=O)c1c(NC(=O)CCC(=O)O)sc2c1CCCCC2	2.2	-10.9	/	1.7	-0.6	2.5	/	/	6.7
C=CCC1(N(C(C)=O)c2ccccc2C)CCCCC1	-0.3	-13.3	-3.4	-1.0	3.0	-3.4	6.1	1.4	6.5
CCCCCC(=O)N(O)C1CC(=O)N(c2ccccc2)C1=O (stereo not drawn)	4.0	/	-0.8	-0.5	/	-1.1	-7.2	-6.7	4.4
OC(CNC1CCCCC1)CNC1CCCCC1	1.7	-9.9	-3.3	-0.6	-3.0	-4.8	-4.8	14.6	-1.4
Cc1ccc(/C=C/C(=O)O)cc1S(=O)(=O)NCc1ccco1	5.9	-6.9	3.9	-1.8	-2.9	-1.2	10.0	0.7	9.3
CC(=O)Nc1ccc(S(=O)(=O)C(C#N)c2nc3ccccc3nc2NCCCO)cc1 (stereo not drawn)	-0.2	-3.5	-0.8	-1.0	1.9	-7.1	-9.9	-20.4	-12.3
C=C(C)n1c(=O)[nH]c2ccccc21	0.3	-0.7	-16.7	-1.6	1.9	0.4	-14.2	-1.2	10.2
CCc1nnc(NC(=O)CSc2ncnc3c2cnn3-c2ccc(OC)cc2)s1	-4.8	0.1	-13.7	-0.9	-5.8	-1.9	-13.0	0.7	6.2
O=C(N/N=C/c1cccnc1)C1CC1(c1ccccc1)c1ccccc1 (stereo not drawn)	1.4	-14.3	-8.2	1.8	0.7	-3.5	0.3	-53.8	5.5
The results go on.
SMILES	p97 ATPase inh	14-3-3 Bad inh	KLK5 inh	Wee1 stabilizer	eIF4E-4G inh	FXIa inh	MDM2 E3 inh	Rad51 HR inh	FXIIa inh 1536
COc1ccc(OCC(=O)Nc2ccc(Cl)cc2)cc1	-3.5	-1.9	-3.1	0.7	0.2	-6.1	-12.0	-1.5	1.1
CCCNC(=O)CSc1nnc(-c2ccc(F)cc2)o1	5.5	-2.6	-1.2	1.4	0.7	-3.9	-4.8	24.0	3.0
CC(c1nccs1)N(C)C(=O)CCc1nnc(Cc2c[nH]c3ccccc23)o1 (stereo not drawn)	-8.1	0.8	8.0	3.8	-2.3	1.7	-4.4	3.6	12.5
C/C(=N\NC(=O)c1ccccn1)c1ccc(C(=O)O)s1	-5.8	1.3	5.0	2.2	-1.8	-0.5	-1.3	-34.2	6.8
Cc1cc(Cl)c(S(=O)(=O)N2CCCCCC2)cc1OCC(N)=O	0.7	3.8	41.3*	-2.2	3.3	8.6	-11.4	1.1	12.9
CCN(CC)C(=O)CSc1nnc(-c2ccccn2)n1Cc1ccccc1	-2.5	2.2	-2.8	-1.7	-8.7	-3.0	/	17.9	3.2
CCOC(=O)N1CCC(N2Cc3cccc(C(=O)O)c3C2=O)CC1	1.7	3.7	-12.4	2.1	-3.7	5.6	-12.1	3.5	15.0
Cc1cc(C)cc(NC(=O)CSc2nnc(-c3ccc(S(=O)(=O)N4CCCC4)cc3)o2)c1	1.0	/	-5.2	-1.4	/	-1.5	-10.2	-10.0	10.0
COCCNC(=S)NN(c1ccccc1)c1ccccc1	3.5	-13.1	-6.6	1.4	2.1	-4.2	-17.6	33.3	0.7
c1ccc2c(c1)ncn2CCOCCOCCn1cnc2ccccc21	-7.2	62.8[fluorescence artefact?]	-0.1	-1.3	0.4	21.1	-23.2	-3.9	29.7
NC(=O)c1cnn2c(C(F)(F)F)cc(-c3ccccc3)nc12	6.5	-3.1	-14.6	-2.9	-9.0	1.6	-2.9	13.6	19.1
CCSc1nnc(NC(=O)CSc2nccn2-c2cccc(C)c2)s1	0.3	-2.6	-9.2	-1.9	4.2	5.9	-14.7	-4.1	6.0
CCC1CCCCN1CCCNC(=O)C1CCN(S(=O)(=O)N2CCCCC2)CC1 (stereo not drawn)	-3.9	2.0	-17.2	-1.0	1.8	1.3	-12.0	1.0	11.6
Cc1cc2ncn(-c3ncnc4sc5c(c34)CCC(C)C5)c2cc1C (stereo not drawn)	-1.0	-3.6	-12.2	2.1	-12.3	-0.1	8.4	/	12.7
O=C(O)c1ccc(-n2nnnc2SCc2ccccc2)cc1	4.2	0.6	-1.5	-2.2	-1.0	-8.3	-6.1	-8.7	-0.7
Cc1ccnc(Sc2ncccc2[N+](=O)[O-])n1	-2.9	3.9	12.9	1.4	1.9	-0.8	-11.7	1.7	9.4
CC(=O)c1cn(CC(=O)NCc2ccco2)c2ccccc12	2.4	-4.1	8.0	3.7	11.0	-6.2	-8.0	-13.1	10.0
CCOc1ccc(C2c3[nH]c4ccccc4c3CCN2Cc2cn(CC)nc2C)cc1 (stereo not drawn)	3.1	0.5	/	-2.6	1.9	4.3	-16.8	/	4.8
Cc1c(C(=O)OCC(=O)Nc2cccc(S(N)(=O)=O)c2)oc2c1ccc1ccccc12	10.2	-6.2	/	1.2	-0.7	0.3	/	/	6.1
CC1CC(=O)Nc2ccc([N+](=O)[O-])cc2N1C (stereo not drawn)	-1.0	-20.4	-10.4	1.6	1.7	3.8	1.9	-4.6	8.8
COc1ccc(C2C(C(=O)N3CC(C)CC(C)C3)c3ccccc3C(=O)N2C)cc1 (stereo not drawn)	-2.2	1.2	-43.5	-3.2	-7.0	-1.0	4.0	-5.5	12.2
CSc1nsc(SC)c1NC(=O)N1CCCC1	-2.0	-7.6	-0.4	0.9	3.8	-2.9	1.8	-4.8	0.9
O=c1cc(N2CCN(c3ccccc3)CC2)[nH]c(=O)n1-c1ccccc1	1.1	-9.3	-9.8	-1.5	-1.4	-5.4	-3.7	3.6	1.6
CCC(C)[C@H](NC(=O)Nc1ccccc1F)C(=O)O (stereo partly drawn)	3.4	-0.2	0.1	-1.1	-0.3	-1.9	1.5	0.4	6.6
Cc1cc(NC(=O)CSCC(=O)N(c2cccc(Cl)c2)C(C(=O)NC2CCCCC2)c2ccc(O)c(O)c2)no1 (stereo not drawn)	6.7	-12.6[fluorescence artefact?]	-19.5	-1.4	-2.7	4.2	-4.3	-7.0	11.5

By substructure: the compounds so far containing a nitro group on carbon
SMILES	p97 ATPase inh	14-3-3 Bad inh	KLK5 inh	Wee1 stabilizer	eIF4E-4G inh	FXIa inh	MDM2 E3 inh	Rad51 HR inh	FXIIa inh 1536
NC(=S)n1[nH]c(-c2ccc([N+](=O)[O-])cc2)c(N=Nc2ccc(Cl)cc2)c1=O	-0.9	93.2*	-0.6	-2.2	8.7	15.5	-29.6	0.6	13.9
Cc1ccnc(Sc2ncccc2[N+](=O)[O-])n1	-2.9	3.9	12.9	1.4	1.9	-0.8	-11.7	1.7	9.4
CC1CC(=O)Nc2ccc([N+](=O)[O-])cc2N1C (stereo not drawn)	-1.0	-20.4	-10.4	1.6	1.7	3.8	1.9	-4.6	8.8

Additional results follow.
SMILES	p97 ATPase inh	14-3-3 Bad inh	KLK5 inh	Wee1 stabilizer	eIF4E-4G inh	FXIa inh	MDM2 E3 inh	Rad51 HR inh	FXIIa inh 1536
O=C(O)c1ccc(NC2CC(=O)N(Cc3ccccc3)C2=O)cc1 (stereo not drawn)	0.3	-10.1	6.2	-3.4	-1.5	-1.6	-8.5	12.0	2.0
COCc1cc(CN2CCCC(CNC(=O)c3ccc(F)cc3)C2)ccc1OC (stereo not drawn)	5.0	-7.5	/	-1.9	1.0	0.8	-1.4	/	11.3
Cc1nn(C(C)C)c(C)c1CN1CCCC(C(=O)c2cccc(OC(C)C)c2)C1 (stereo not drawn)	-2.4	-8.1	-0.5	-1.3	-0.5	-5.9	-11.1	9.7	2.7
CCOC(=O)c1sc(NC(=O)CSc2n[nH]c(CC(C)C)n2)nc1C	1.0	-1.8[fluorescence artefact?]	-17.6	4.9	10.2	9.8	2.0	2.8	15.5
CC1(C)N=C(c2ccccc2)C(=O)N1	2.5	-2.1[fluorescence artefact?]	11.4	1.0	-9.3[fluorescence artefact?]	2.4	-10.9	0.9	2.4
CC(C)[C@H](NC(=O)c1ccccc1Cl)C(=O)NC1CCCCCC1	2.8	-15.5	-6.8	-1.8	-1.8	-4.1	-15.5	5.9	-1.7
COc1ccc(OC)c(NC(=S)NCc2ccccc2OC)c1	5.6	-15.9	-0.7	1.7	-0.6	-3.3	-8.1	6.0	5.2
O=C(COC(=O)c1cccc(C(=O)OCC(=O)NCc2ccc(F)cc2)n1)NCc1ccc(F)cc1	-1.5	8.2	-22.7	1.9	-2.0	12.6	-0.5	10.9	7.2
Nc1ncncc1-c1ccc([N+](=O)[O-])cc1	-0.3	-7.4[fluorescence artefact?]	-3.2	-1.5	6.2	17.0	-23.3	-11.1	19.7
COC(=O)C(C)NC(=O)COc1ccc2ccccc2c1 (stereo not drawn)	6.1	3.6	-7.5	-2.2	2.2	-5.3	-0.4	-0.1	/
